Akt phos inh = blocks phosphorylation of Akt; Neuro2A IGF-stimulated pAkt S473 HTRF, 20 min; stronger effect = lower value; activity change, % for hits at 50 µM; actives 0.32% (n = 360,000); AID 651550; in the data active = activity change below about -80%; inconclusive = mostly about -51% to -80%; also: % is scaled to controls: 0 for no effect and ±100 for the full control effect
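Single-point screen (50 µM final compound) in Neuro2A cells stimulated 20 min with 6 nM IGF at 37 deg C. After lysis, Ser473-phosphorylated Akt read by HTRF (ex 330 nm, em 615/665 nm) as the 665/615 ratio.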
FUS yeast rescue = suppressors of FUS proteinopathy in yeast | actives 0.24% (n = 390,000) | Potency, µM (highest dose often 76.6 µM), without a hit: at the top dose growth rescue (activation), most hits filed as activators | AID 1347120 | S. cerevisiae FUS-expressing, growth rescue, OD600, 24 h;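 also: potency is read from the fitted curve at half-maximal effect; plate controls were DMSO vehicle for no effect and reference control for full effect; nearly all actives have a fitted effect of over 55% in size; some results filed as inactive show a strong effect at the top dose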
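Compound concentration series was pinned onto galactose-induced FUS-expressing yeast seeded at OD 0.005. Plates sat 24hr at 30C; absorbance at 600 nm gave growth. DMSO served as background control.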
D3 antag = antagonists of human D3 dopamine receptor | max response, negative = inhibition, % | P35462 | D3R cells, DiscoveRx beta-arrestin luminescence, antagonist mode; stronger effect = lower value | AID 652054 | actives 2.5% (n = 360,000); in the data active = max response below about -50%; inconclusive = no clear call, values can overlap the other calls; also: % is scaled to controls: 0 for no effect and ±100 for the full control effect; mostly tested at two doses, the higher about 12 µM
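Cells expressing the human receptor were seeded at 1500 cells/well, incubated overnight at 37 degrees C in 5% CO2, then exposed to library compounds with dopamine controls for 90 minutes at 37 degrees C before luminescent detection.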
GLP-1R agonist = GLP-1 receptor (human) agonism; P43220; HEK293 GLP-1R CRE-luciferase, luminescence, 4-6 h; cells express a hypersensitive GLP-1R form; Potency, µM (top dose mostly 45.6 µM), inactives show top-dose activation, most hits filed as activators; actives 0.007% (n = 380,000); AID 624172; also: potency is read from the fitted curve at half-maximal effect; % of control where 0% means no effect
Target sequence (P43220 whole entry, looked up): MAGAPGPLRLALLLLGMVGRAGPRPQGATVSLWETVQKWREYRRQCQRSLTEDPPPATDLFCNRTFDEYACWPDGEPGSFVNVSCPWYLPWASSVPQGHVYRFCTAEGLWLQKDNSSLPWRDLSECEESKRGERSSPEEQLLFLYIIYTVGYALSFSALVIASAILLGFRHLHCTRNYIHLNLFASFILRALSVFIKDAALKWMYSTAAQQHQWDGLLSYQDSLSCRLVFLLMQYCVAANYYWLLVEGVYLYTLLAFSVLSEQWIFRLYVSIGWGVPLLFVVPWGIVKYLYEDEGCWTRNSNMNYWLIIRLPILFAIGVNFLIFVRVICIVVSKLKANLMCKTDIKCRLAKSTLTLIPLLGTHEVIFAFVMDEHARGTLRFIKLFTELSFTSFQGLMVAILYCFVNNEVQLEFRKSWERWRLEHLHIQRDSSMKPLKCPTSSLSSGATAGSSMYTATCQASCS
GLP1R inv ag = acts as inverse agonist at human GLP-1 receptor. P43220. HEK293 GLP-1R CRE-luciferase, luminescence, 24 h; GLP-1R form is constitutively active. Potency, µM (series often up to 38.3 µM), for inactives: top-dose activity change, negative = inhibition, usual class: inhibitors. actives 1.6% (n = 410,000); also: potency is read from the fitted curve at half-maximal effect; % is scaled to controls: 0 for no effect and ±100 for the full control effect; nearly all actives have a fitted effect of over 55% in size
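HEK293 cells stably co-expressing a cAMP-responsive luciferase reporter and constitutively active GLP-1R were seeded, incubated 12 h, then exposed to compounds for 24 h at 37 C. Luminescence was read 12 min after detection reagent; inverse agonists lower signal.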
PTHR1 ag = agonists of human PTHR1 parathyroid hormone receptor; Q03431; HEK293 GP2 PTHR1 cells, GloSensor cAMP luminescence, 1 h; Potency, µM (top dose mostly 115 µM), without a hit: top-dose activation, most hits filed as activators; actives 0.075% (n = 410,000); AID 743266; also: potency is read from the fitted curve at half-maximal effect; nearly all actives have a fitted effect of over 55% in size; some results filed as inactive show a strong effect at the top dose; inactives centre near -15; many of its hits are not listed in these tables
Target sequence (Q03431 whole entry, looked up): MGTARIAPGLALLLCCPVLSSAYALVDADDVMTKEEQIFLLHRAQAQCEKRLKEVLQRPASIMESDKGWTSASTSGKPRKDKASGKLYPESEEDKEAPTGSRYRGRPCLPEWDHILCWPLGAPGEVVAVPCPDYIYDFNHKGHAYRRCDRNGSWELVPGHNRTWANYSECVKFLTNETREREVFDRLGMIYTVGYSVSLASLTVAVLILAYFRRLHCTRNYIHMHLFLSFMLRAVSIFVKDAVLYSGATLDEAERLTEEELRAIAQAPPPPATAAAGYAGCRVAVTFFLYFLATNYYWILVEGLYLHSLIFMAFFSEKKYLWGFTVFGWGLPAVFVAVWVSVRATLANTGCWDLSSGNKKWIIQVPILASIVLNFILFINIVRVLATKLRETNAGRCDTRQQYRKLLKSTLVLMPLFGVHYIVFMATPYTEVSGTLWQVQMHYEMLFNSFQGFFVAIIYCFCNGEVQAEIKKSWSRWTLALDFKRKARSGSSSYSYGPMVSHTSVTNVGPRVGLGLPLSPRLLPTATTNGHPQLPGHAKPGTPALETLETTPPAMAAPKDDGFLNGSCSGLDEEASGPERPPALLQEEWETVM
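HEK-293-derived GP2 cells expressing PTHR1 and a GloSensor cAMP reporter, 3,000/well, plated overnight, given luciferin plus IBMX (each 0.5 mM as added) for 1 h at 37 °C, then compound for 1 h at 37 °C. Luminescence was read after 15 min at room temperature.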
aSyn rescue = inhibitors of alpha-synuclein toxicity in yeast; Yeast expressing alpha-synuclein, growth rescue, BacTiter-Glo, 24 h; Potency, µM (series often up to 46.1 µM), for the others: at the highest dose growth rescue (activation), actives largely listed as activators; actives 0.14% (n = 370,000); AID 652106; also: potency is read from the fitted curve at half-maximal effect; % of control where 0% means no effect; nearly all actives have a fitted effect of over 65% in size
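Galactose-induced alpha-syn yeast (OD600=0.02, raffinose-pregrown) + pinned cpd, 24 hr, 30 deg C; growth by BacTiter-Glo luminescence. Growth restoration scores as activation.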
TDP43 rescue = rescues yeast growth from TDP-43 toxicity; TDP-43 expressing yeast growth rescue, BacTiter-Glo, 24 h; Potency, µM (top dose mostly 46.1 µM), for the others: at the highest dose growth rescue (activation), most hits filed as activators; actives 1.8% (n = 410,000); also: potency is read from the fitted curve at half-maximal effect; % of control where 0% means no effect; nearly all actives have a fitted effect of over 50% in size
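Yeast expressing TDP-43 (pregrown in raffinose, seeded at OD600=0.02 in galactose medium) exposed to compounds 24 hr at 30 deg C. Growth read by BacTiter-Glo luminescence; rescue of toxicity appears as increased signal.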
Abeta yeast res = compounds reversing amyloid beta toxicity in yeast; yeast expressing A-beta42, growth rescue, OD600, 48 h; response scale: 0% DMSO, 100% iron-clioquinol control; Potency, µM (highest dose often 46.1 µM), for the others: at the highest dose growth rescue, usual class: activators; actives 0.063% (n = 410,000); AID 1347071; also: potency is read from the fitted curve at half-maximal effect; nearly all actives have a fitted effect of over 55% in size
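Yeast A-beta toxicity model in growth medium with pinned compounds, 48 h at 30 C; growth read as absorbance at 600 nm. Normalized to FeCl3/clioquinol equimolar mix (positive) and DMSO (negative).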
An asterisk follows results filed as active; i = inactive; ? = inconclusive; / = no result given; & = joins results of further samples; [ ] = dose if it differs, or a comment. Unless noted, calls follow the shape of the dose curve; as a rule, active = well fitted curve in the direction sought with a large enough effect; inconclusive = small, poorly fitted or top-dose-only effect, or another doubt; inactive = no such curve, though single readings can be large; an effect the other way counts as inactive or inconclusive. This is a subset. The share of hits here may be higher or lower than overall.

Below each compound – Akt phos inh	FUS yeast rescue	D3 antag	GLP-1R agonist	GLP1R inv ag	PTHR1 ag	aSyn rescue	TDP43 rescue	Abeta yeast res
> CSc1nc2ccc3nc(NC(=O)c4ccc(C)cc4)sc3c2s1
    i	-13.6%	3.0	-2.6%	6.7%	0.4%	1.9%	?	8.9%
> Cc1cccc(N2CCN(C(=O)c3cccn3-c3nnc(N4CCCCC4)s3)CC2)c1C
    /	?	/	/	?	-33.7%[inhibitor]	/	27.3%	-15.5%
> O=C(c1ccc([N+](=O)[O-])cc1)N1CCC(n2nnc3cc(F)ccc32)CC1
    i	-2.8%	4.9	-2.8%	9.2%	-21.0%	2.4%	24.1%	7.5%
> NNC(=O)c1ccc(Cl)cc1Cl
    i	-18.1%	1.7	-0.6%	6.0%	-8.2%	0.1%	5.9%	-6.8%
> O=C(/C=C/c1ccco1)N1CCC(Cc2ccccc2)CC1
    i	36.3%	-19.2	2.0%	-6.0%[0.307 µM]	-46.0%[inhibitor]	5.4%	0.0%	-13.0%
> Cc1nnc(SCC(=O)Nc2ncc(Cl)cc2Cl)n1Cc1ccccc1
    /	-4.8%	12.2	-3.3%	4.2%	i	1.3%	2.5%	20.3%
> CCOC(=O)[C@H]1[C@H]2COc3ccc(Br)cc3[C@@H]2N2C(=O)CN(Cc3ccc(Cl)cc3)C(=O)[C@@]12C
    i	9.5%	-1.7	-0.7%	6.4%	-26.1%	27.2%	?	?
> CCOc1ccccc1CNC(=O)c1ccccc1NC(=O)C1=CSCCO1
    /	23.5%	-2.4	4.9%	-20.6%	-4.7%	-0.3%	?	-5.3%
> COC(=O)c1ccc(-n2nnc(-c3nsc(NC(=O)c4ccc(Cl)cc4)n3)c2C)cc1
    /	0.2%	/	-1.7%	-9.1%	i	/	10.6%	2.1%
> COc1ccc(C(=O)NCC(=O)c2ccccc2)cc1
    i	-25.6%	-1.4	7.8%	-15.2%	-43.1%[inhibitor]	1.6%	23.1%	14.3%
> C=CC[C@H](CC(=O)N[C@H](CO)Cc1ccccc1)C(=O)N[C@H](COC(=O)[C@H](CC=C)CC(=O)OC(C)(C)C)Cc1c[nH]c2ccccc12
    i	?	-15.0	4.1%	?	23.8%	1.0%	1.7%	2.1%
> O=C(OCC(=O)c1ccc(Cl)s1)c1ccccn1
    i	/	-4.5	-7.8%	8.8%	-15.7%	1.1%	9.0%	9.4%
> Cc1ccc(-c2csc3ncnc(N4CCN(C(=O)c5ccccc5)CC4)c23)cc1
    i	?	-17.1	-4.5%	?	-14.2%[57.5 µM]	0.1%	?	-7.4%
> Cc1ccc(CN2CCc3nc(N4CCN(c5ccccc5F)CC4)ncc3C2)cc1C
    /	-0.3%	/	/	0.9%	-51.3%[inhibitor]	/	-6.0%	-19.0%
> CCN(CC)c1ccc(-c2nnc(SCC(=O)N(CCOC)c3c(N)n(CC(C)C)c(=O)[nH]c3=O)o2)cc1
    i	28.9%	-8.1	-0.4%	15.9%	24.5%	-0.3%	10.4%	2.1%
> COc1ccc(CN2CCN(C(=O)c3ccc(S(=O)(=O)N4CCCCCC4)cc3)CC2)cc1F
    i	21.6%	-2.8	1.2%	?	-36.0%[inhibitor]	5.2%	-3.8%	-4.1%
> COc1ccccc1CNC(=O)C1=C(C)C(=O)OC12CCC(C)CC2 (stereo unspecified)
    i	0.9%	9.2	8.5%	-19.7%	-2.1%	-3.6%	?	11.6%
> COc1cc2nc(CN3CCN(S(=O)(=O)c4cc(C)ccc4C)CC3)[nH]c(=O)c2cc1OC
    i	32.4%	23.5	9.4%	-20.8%	i	9.8%	-6.9%	-3.3%
> CCOC(=O)/C=C/C(=O)Nc1ccc(-c2nnc3n2CCCCC3)cc1
    i	15.1%	-18.0	-0.6%	4.6%	-2.6%	-10.7%	-20.4%	-2.5%
> Cc1ccccc1NC(=O)CSc1ccc(-c2ccco2)nn1
    i	/	-4.5	0.2%	16.9%	-23.9%	-14.3%	?	6.2%
> Cc1oc(-c2ccccc2F)nc1CN1CCC(C(=O)NC2CCCCCCC2)CC1
    i	/	0.9	0.8%	-1.7%	-10.0%	-9.6%	9.6%	0.0%
> Cc1c(C(=O)c2ccccc2)c2ccccn2c1CCc1ccccn1
    i	7.7%	4.0	-2.7%	?	-22.1%	2.5%	16.2%	4.7%
> COC(=O)c1sc(NC(=S)NC(=O)c2ccc(C)cc2)nc1C
    i	-13.7%	2.1	9.4%	14.6%	-2.9%	3.6%	-1.8%	-7.9%
> CC(=O)c1cccc(NC(=O)C(C)OC(=O)C2=NNC(=O)CC2)c1 (stereo unspecified)
    i	9.1%	-6.5	-2.5%	6.4%	-25.0%	-5.4%	-23.8%	5.4%
> CC(C)CCN1CCN(Cc2cccc3cccnc23)CC1CCO (stereo unspecified)
    i	17.1%	-16.3	6.5%	-22.5%	i	-0.1%	-16.1%	-13.1%
> COc1ccccc1CNC(=O)CCCc1cn(C)c2ccccc12
    i	7.4%	-2.2	-6.0%	?	-1.9%	6.0%	22.9%	15.9%
> O=C(c1cccs1)N1CCN(S(=O)(=O)c2cccc(Cl)c2Cl)CC1
    i	4.4%	-15.7	18.0%	?	-52.1%[inhibitor]	19.3%	?	?
> O=c1oc2ccccc2c(Nc2ccc(O)cc2)c1[N+](=O)[O-]
    i	-8.2%	8.9	3.1%	27.3%	-13.6%[57.5 µM]	5.1%	7.4%	12.4%
> Cc1cc2oc(C(=O)N(Cc3ccccc3)C3CCS(=O)(=O)C3)c(C)c2cc1C (stereo unspecified)
    i	?	-8.3	1.4%	?	i	24.6%	-10.1%	-3.2%
> Cc1ccccc1NC(=O)CN1CCN(C)CC1
    i	7.1%	10.4	1.1%	-3.5%	i	3.8%	-14.3%	-14.7%
> CCC(=O)Nc1ccc(C(=O)CSc2nnc(-c3cccnc3)o2)cc1
    i	40.1%	9.2	-2.6%	28.1%	i	3.6%	12.7%	0.6%
> CN(C)CCNC(=O)C(C(=O)c1ccc(F)cc1)n1ccccc1=O (stereo unspecified)
    i	6.6%	21.8	-7.7%	-4.5%	-0.5%	1.3%	0.0%	1.6%
> O=C(CCl)Nc1c(C(=O)Nc2ccc3c(c2)OCCO3)oc2ccccc12
    i	0.6%	-0.7	-1.7%	?	-27.7%	6.3%	?	6.1%
> O=C(NCCc1ccc(Cl)cc1)c1cccs1
    i	?	-5.7	4.2%	-1.6%	-38.4%	-4.3%	-25.0%	4.8%
> COC(=O)c1ccccc1NC(=O)C1CCN(C(=O)c2cc(OC)cc(OC)c2)CC1
    i	16.1%	12.3	2.9%	-13.5%	i	-0.3%	24.7%	5.0%
> Cc1cccc(NC(=O)C2CCN(S(=O)(=O)c3cccs3)CC2)c1
    i	-12.5%	5.5	-13.2%	-4.9%	-11.3%	0.9%	9.4%	17.9%
> COCCn1c(SCC(=O)NNC(=O)c2ccccc2)nc2ccccc2c1=O
    i	21.0%	0.1	9.1%	-2.8%	i	0.2%	5.3%	1.4%
> O=C(NNc1ccccc1)c1ccc(Cl)c(Cl)c1
    i	/	-5.0	-4.2%	?	i	?	12.6µM*	-11.7%
> COc1ccc2c(CNCCc3cccs3)c(C(=O)O)n(Cc3ccccc3)c2c1
    /	?	/	0.5%	-11.9%	i	/	16.7%	-0.7%
> CC(=O)c1ccc(N2CCN(CC(=O)Nc3ccccc3N3CCOCC3)CC2)cc1
    i	7.4%	-13.2	11.6%	0.2%	-36.9%[inhibitor]	-0.1%	-6.9%[9.22 µM]	-12.0%
> O=C(COc1cccc(-n2cnnn2)c1)NC1CCCCC1
    i	8.2%	-3.1	8.2%	-0.3%	i	4.3%	2.3%	-1.3%
> CCOc1ccc(C(=O)NCC(c2ccco2)S(=O)(=O)c2ccc(C)cc2)cc1 (stereo unspecified)
    /	23.1%	/	/	5.2%	-66.9%[inhibitor]	/	?	-2.2%
> Cc1cc(-c2nnc(SCC(=O)Nc3ccc(C(F)(F)F)cc3)n2C)no1
    i	-5.0%	0.0	4.6%	0.4%	-21.6%	-3.6%	13.7%	-2.6%
> COc1cccc(CNC(=O)C2CCN(S(=O)(=O)c3c(C)noc3/C=C/c3cccs3)CC2)c1
    /	33.7%	/	/	-14.4%	i	/	11.1%	0.1%
> Cc1cccc(-n2c(=O)cc(N3CCN(c4ccc(F)cc4)CC3)[nH]c2=O)c1
    i	-20.7%	18.5	-0.1%	-13.6%	i	6.9%	20.9%	-2.7%
> O=C(CCc1ccccc1)NCCc1csc(-c2cccc(F)c2)n1
    /	-5.1%	/	/	?	-24.1%	/	?	6.4%
> O=c1c2ccccc2ncn1-c1ccc(Cl)cc1
    i	-5.3%&-4.5%	8.2&85.5	-1.6%&-8.5%	10.6%&13.7%	-18.1%	-4.5%&-4.1%	27.3%&21.3%	-11.4%&3.2%
> COc1cc(OC)c(NC(=O)CN2C(=O)CCn3nc(-c4cccn4C)cc32)cc1Cl
    /	35.3%	/	/	-0.8%	-95.5%[inhibitor]	/	35.2%	-2.0%
> COCCn1c(SCC(=O)Nc2ccc(Cl)cn2)nc2ccccc21
    i	12.9%	-6.6	-1.0%	3.6%	i	3.0%	29.3%	-12.0%
